KCNH2 WT inh = KCNH2 (human, wildtype) channel inhibition; Q12809; U2OS, BacMam KCNH2, thallium flux FluxOr; active compounds read low; hit rate 0.37% among 340,000; activity change, % at 1.84 µM;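 active = maximum activity change below -70%; inconclusive = maximum activity change between -70% and -50%; inactive = maximum activity change above -50%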; note: % is set by controls: 0 for no effect and ±100 for the full control effect
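U2OS cells were transduced with wild-type KCNH2 virus (2.03 x 10^8 / mL) for 4 h at room temperature, then cultured overnight at 37 C. Thallium flux was read with FluxOr dye. Rate constants were normalized to DMSO controls.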
MLL CXXC-DNA inh = inhibitors of human MLL CXXC domain-DNA interaction | AID 2662 | Potency, µM (doses to about 115 µM), for the others: top-dose activity change, negative = inhibition, actives largely listed as inhibitors | hit rate 0.037% among 290,000 | Q03164 | MLL-CXXC / FITC-HOXA9 DNA fluorescence polarization; active = well fitted inhibition curve with a large enough effect in the polarisation, with a control signal flat, not every such curve was filed as active; inconclusive = small, poorly fitted or top-dose-only effect, or effect the other way, or a change in a side signal; inactive = no such curve, though single readings can be large or run the other way; the % refers to the polarisation; note: potency is the fitted concentration of half-maximal effect
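Steps: dispense CXXC domain solution (7 uM) → pin compounds or unlabeled HOX-A9 DNA control → 5 min ambient → add FLSN-HOX-A9 solution (50 nM) → spin → 30 min ambient → fluorescence polarization. Tris pH 7.5/NaCl/DTT/BSA buffer.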
S-ASM inh = blocks human secretory acid sphingomyelinase | P17405 | placental ASM, HMU-PC fluorogenic substrate, 60 min | Potency, µM (top dose mostly 57.5 µM), inactives show at the highest dose activity change, negative = inhibition, usual class: inhibitors | hit rate 0.006% among 340,000 | AID 504937; note: potency is the fitted concentration of half-maximal effect
Target sequence (P17405 47-631 limits assumed): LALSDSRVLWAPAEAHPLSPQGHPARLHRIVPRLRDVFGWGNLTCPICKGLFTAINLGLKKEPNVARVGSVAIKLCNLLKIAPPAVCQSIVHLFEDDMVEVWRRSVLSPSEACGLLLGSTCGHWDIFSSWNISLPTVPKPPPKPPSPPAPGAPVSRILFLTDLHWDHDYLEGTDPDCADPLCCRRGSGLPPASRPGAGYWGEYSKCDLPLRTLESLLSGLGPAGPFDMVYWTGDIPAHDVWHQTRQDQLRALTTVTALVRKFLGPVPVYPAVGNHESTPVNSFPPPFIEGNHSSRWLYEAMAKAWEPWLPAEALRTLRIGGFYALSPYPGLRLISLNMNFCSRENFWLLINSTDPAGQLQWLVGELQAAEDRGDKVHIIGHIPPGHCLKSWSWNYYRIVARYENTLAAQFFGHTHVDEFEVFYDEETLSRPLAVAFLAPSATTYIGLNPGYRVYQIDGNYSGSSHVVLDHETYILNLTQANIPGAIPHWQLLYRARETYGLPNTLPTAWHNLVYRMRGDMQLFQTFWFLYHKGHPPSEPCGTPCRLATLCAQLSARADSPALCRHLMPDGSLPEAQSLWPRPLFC
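Human placenta-derived ASM preincubated with compound 10 min at room temperature, then reacted with 9 uM (final) fluorogenic HMU-PC substrate for 60 min at 37 C. Stop solution raises pH to 10; fluorescence read at Ex 386/Em 447 nm.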
AT treatment = candidate therapy for ataxia-telangiectasia; […] A-T fibroblasts, KAP-1 phosphorylation AlphaLISA; neocarzinostatin DNA damage 30 min before lysis; Potency, µM (titrated, usually from 57.5 µM), inactives show at the highest dose activation, most hits filed as activators; hit rate 0.19% among 320,000; AID 485349; note: potency is the fitted concentration of half-maximal effect; % of control where 0% means no effect; nearly all actives have a fitted effect of over 45% in size
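hTERT-immortalized A-T patient fibroblasts ([…]), 500 cells/well in OPTI-MEM, 1% FBS, got compounds for 60 min, then NCS for 30 min at 37C. Lysates were then assayed for phospho-KAP-1 by AlphaLISA (anti-pKAP1 donor, anti-KAP1 acceptor beads), 6 hr at 25C.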
KCNH2 3.1 block = KCNH2 3.1 (human) potassium channel inhibition; U2OS KCNH2 3.1, thallium flux FluxOr; active compounds read low; activity change, % (tested at about 1.8 µM); hit rate 0.95% among 340,000; AID 720553;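 active = maximum activity change below -70%; inconclusive = maximum activity change from -70% to -50%; inactive = maximum activity change above -50%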;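 note: thallium influx rate constant from kinetic fluorescence after stimulation buffer; % is set by controls: 0 for no effect and ±100 for the full control effect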
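Normalized rate constant (relative to positive and negative DMSO controls) derived from a 2 min kinetic fluorescence read after stimulation; U2OS cells expressing the 3.1 isoform via virus at 1.77 x 10^8 /mL.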
Integrin act MD = integrin-mediated muscular dystrophy alleviation activation; Potency, µM (titrated, usually from 38.3 µM), without a hit: at the highest dose activation, most hits filed as activators; hit rate 0.064% among 350,000; alpha7betagal myoblasts, beta-gal FDG fluorescence, 48 h;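 note: potency is the fitted concentration of half-maximal effect; 100% = response of the positive control SU9516; nearly all actives have a fitted effect of over 60% in size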
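Alpha7betagal+/- myoblasts (passage 13) were plated 16-24 hr, then exposed to compounds (1:260 dilution of DMSO stock) for 48 hours at 37C. After MPER lysis, β-galactosidase reporter activity was read as FDG fluorescence (ex 480/em 540) after 30 minutes.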
FBPA coupling cs = counter-screen for Giardia aldolase inhibitors: coupling enzyme system; coupling enzyme system counterscreen, AmpLite Red fluorescence; activity change, negative = inhibition, % at 58.2 µM, hits read low; hit rate 0.67% among 290,000; AID 2472; in the data active = activity change below about -30%; note: % is set by controls: 0 for no effect and ±100 for the full control effect
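Counterscreen lacking aldolase: glyceraldehyde-3-phosphate coupling-enzyme reagent preincubated 10 min at RT with compound (at 57.5 uM final), then substrate/coupling system with AmpLite Red added; fluorescence read at 525/598 nm after 20 min RT.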
* = called active by the depositor; ? = inconclusive; nt = not tested or not shown; & = joins results of further samples; [ ] = dose if it differs, or a comment. Unless noted, calls come from the whole dose curve; as a rule, active = well fitted curve in the direction sought with a large enough effect; inconclusive = small, poorly fitted or top-dose-only effect, or another doubt; inactive = no such curve, though single readings can be large; an effect the other way counts as inactive or inconclusive. The list is partial; count on the stated rates, not on these rows.

SMILES	KCNH2 WT inh	MLL CXXC-DNA inh	S-ASM inh	AT treatment	KCNH2 3.1 block	Integrin act MD	FBPA coupling cs
O=C1CC2OCC=C3CN4CC[C@]56c7ccccc7N1C5C2[C@H]3C[C@H]46 (stereo partly drawn)	nt	-6.2%	nt	nt	nt	nt	nt
CC(=O)[C@H]1CCC2C3CC[C@H]4C[C@H](O)CC[C@]4(C)C3CC[C@@]21C (stereo partly drawn)	nt	-7.4%	nt	nt	nt	nt	nt
C[C@]12CC[C@@H]3c4ccc(OC(=O)N(CCCl)CCCl)cc4CC[C@H]3[C@@H]1CC[C@@H]2O	nt	0.3%	nt	nt	nt	nt	nt
CC1Cc2cc3c(cc2C(c2ccc(N)cc2)=NN1)OCO3 (stereo not drawn)	nt	12.8%	nt	nt	nt	nt	nt
CCN(CC)CCN1C(=O)CN=C(c2ccccc2F)c2cc(Cl)ccc21	nt	-5.4%	nt	nt	nt	nt	nt
CCN(CC)C(=O)N[C@@H]1C=C2c3cccc4[nH]cc(c34)C[C@H]2N(C)C1	nt	?	nt	nt	nt	nt	nt
CCCC(C)(COC(N)=O)COC(N)=O	nt	-5.3%	nt	nt	nt	nt	nt
C=CCN1C[C@@H](C)N([C@H](c2ccc(C(=O)N(CC)CC)cc2)c2cccc(OC)c2)C[C@@H]1C	nt	-7.3%	nt	nt	nt	nt	nt
COP(=O)(OC)OC=C(Cl)Cl	nt	12.1%	nt	nt	nt	nt	nt
O=[N+]([O-])c1ccc([As](=O)(O)O)cc1	nt	5.0%	nt	nt	nt	nt	nt
NCC#Cc1ccccc1	nt	10.8%	nt	nt	nt	nt	nt
CCC1(c2ccccc2)C(=O)NC(=O)N(C(=O)c2ccccc2)C1=O (stereo not drawn)	nt	?	nt	nt	nt	nt	nt
CC(=O)OO	nt	-2.5%	nt	nt	nt	nt	nt
CC(C)NC(C)C	nt	4.6%	nt	nt	nt	nt	nt
CC(=O)O[C@H]1C[C@H](O[C@H]2[C@@H](O)CC(O[C@H]3[C@@H](O)C[C@H](O[C@H]4CC[C@@]5(C)[C@H](CC[C@@H]6[C@@H]5CC[C@]5(C)[C@@H](C7=CC(=O)OC7)CC[C@]65O)C4)O[C@@H]3C)O[C@@H]2C)O[C@H](C)[C@H]1O[C@@H]1O[C@H](CO)[C@@H](O)[C@H](O)[C@H]1O (stereo partly drawn)	nt	8.0%	nt	nt	nt	nt	nt
C[C@@H]1O[C@@H](O[C@H]2C[C@@H](O)[C@]3(CO)[C@H]4[C@H](O)C[C@]5(C)[C@@H]([C@@H]6COC(=O)C6)CC[C@]5(O)[C@@H]4CC[C@]3(O)C2)[C@H](O)[C@H](O)[C@H]1O	nt	-4.0%	nt	nt	nt	nt	nt
CCS(=O)(=O)C(C)(C)S(=O)(=O)CC	nt	-7.6%	nt	nt	nt	nt	nt
CCC(C(N)=O)N1CCCC1=O (stereo not drawn)	nt	6.4%	nt	nt	nt	nt	4.9
OCC(O)[C@H]1O[C@@H]2O[C@H](C(Cl)(Cl)Cl)O[C@@H]2[C@H]1O (stereo partly drawn)	nt	-4.0%	nt	nt	nt	nt	1.9
O=c1oc2ccccc2c(O)c1Cc1c(O)c2ccccc2oc1=O	nt	-13.5%[51.4 µM]	nt	nt	nt	nt	1.9&4.6
CCC(=O)O[C@@](Cc1ccccc1)(c1ccccc1)[C@@H](C)CN(C)C	nt	-5.9%[51.4 µM]	nt	nt	nt	nt	4.9
CC([C@H](O)c1ccccc1)N(C)C (stereo partly drawn)	nt	2.6%	nt	nt	nt	nt	5.1
CC(C)(C)NCC(O)c1ccccc1Cl (stereo not drawn)	nt	-4.9%&4.2%	nt	nt	nt	nt	-3.3
c1cc2c(c(N3CCNCC3)c1)OCCO2	nt	-0.1%	nt	nt	nt	nt	4.2
C[C@@]12CC[C@H]3[C@@H](CC[C@@H]4C[C@H]5S[C@H]5C[C@]43C)[C@H]1CC[C@H]2O	nt	2.9%[51.4 µM]	nt	nt	nt	nt	-3.6

The last 5 entries of the section above open the next one.
SMILES	KCNH2 WT inh	MLL CXXC-DNA inh	S-ASM inh	AT treatment	KCNH2 3.1 block	Integrin act MD	FBPA coupling cs
CCC(=O)O[C@@](Cc1ccccc1)(c1ccccc1)[C@@H](C)CN(C)C	nt	-5.9%[51.4 µM]	nt	nt	nt	nt	4.9
CC([C@H](O)c1ccccc1)N(C)C (stereo partly drawn)	nt	2.6%	nt	nt	nt	nt	5.1
CC(C)(C)NCC(O)c1ccccc1Cl (stereo not drawn)	nt	-4.9%&4.2%	nt	nt	nt	nt	-3.3
c1cc2c(c(N3CCNCC3)c1)OCCO2	nt	-0.1%	nt	nt	nt	nt	4.2
C[C@@]12CC[C@H]3[C@@H](CC[C@@H]4C[C@H]5S[C@H]5C[C@]43C)[C@H]1CC[C@H]2O	nt	2.9%[51.4 µM]	nt	nt	nt	nt	-3.6
NCC[C@H](O)C(=O)N[C@H]1C[C@@H](N)[C@@H](O[C@H]2O[C@@H](CN)[C@@H](O)[C@@H](O)[C@@H]2N)[C@@H](O[C@H]2O[C@@H](CO)[C@@H](O)[C@@H]2O)[C@@H]1O	nt	-2.1%[51.4 µM]	nt	nt	nt	nt	3.2
CCN[C@]1(c2cccs2)CCCCC1=O	nt	7.7%[51.4 µM]	nt	nt	nt	nt	0.4
O=C1OC(c2ccc(O)c(S(=O)(=O)O)c2)(c2ccc(O)c(S(=O)(=O)O)c2)c2c(Br)c(Br)c(Br)c(Br)c21	nt	?	nt	nt	nt	nt	19.9
O=C1NCN(c2ccccc2)C12CCN(CCCOc1ccc(F)cc1)CC2	nt	18.5%	nt	nt	nt	nt	4.3
CC(CCC(=O)O)C1CCC2C3C(=O)C[C@@H]4CC(=O)CC[C@@]4(C)C3CC(=O)[C@]12C (stereo partly drawn)	nt	?	nt	nt	nt	nt	1.3
C[N+]1(C)CCc2cc3c(cc2C1C1OC(=O)c2c1ccc1c2OCO1)OCO3 (stereo not drawn)	nt	-0.6%	nt	nt	nt	nt	-1.9
C[C@]12CCC3C(CC[C@H]4C[C@H](O)CC[C@]34C)C1C[C@@H](CCCCl)[C@@H]2O (stereo partly drawn)	nt	nt	nt	-14.0%	nt	nt	nt
C#C[C@]1(O)[C@H](O)CC2C3CC[C@H]4C[C@@H](O)CC[C@]4(C)C3CC[C@@]21C (stereo partly drawn)	nt	nt	nt	-1.8%	nt	nt	nt
C[C@]12CCC3C(CC[C@H]4C[C@@H](O)CC[C@]34C)C1C[C@H](Br)[C@@H]2O (stereo partly drawn)	nt	nt	nt	0.5%	nt	nt	nt
COc1ccc(C2(c3cccc(O)c3OC)CCN(C(C)=O)CC2)cc1O	nt	nt	3.6%	nt	nt	nt	nt
CN(CC#CCN1CCCC1)C(=O)c1cccc(Cl)c1	nt	nt	0.6%	nt	nt	nt	nt
CN1CC[C@@]2(C)c3cc(O)ccc3N(C)C2O1 (stereo partly drawn)	nt	nt	34.2%[activator]	nt	nt	nt	-71.9*
COC(=O)C1=C(c2ccc(S(C)(=O)=O)cc2)C[C@@H]2CC[C@H]1N2C(=O)NCC1CC1	nt	nt	4.5%	nt	nt	-23.0%	nt
COc1cccc(-c2sc3ccccc3c2-c2ccc(OCCN3CCOCC3)cc2)c1	nt	nt	?	1.1%	nt	-12.4%	nt
C#C[C@]1(O)CCC2C3CC=C4C[C@H](O)CC[C@]4(C)C3CC[C@@]21C (stereo partly drawn)	2.2	nt	1.0%	nt	nt	-2.0%	nt
COC1C(C)OC(OC2CC(C)(O)Cc3cc4c(c(O)c32)C(=O)c2c(O)cc3c(c2C4=O)OC2OC3(C)C(O)C(N(C)C)C2O)C(OC)C1(C)OC (stereo not drawn)	-26.0	nt	-6.2%	nt	nt	-50.6%[inhibitor]	nt
COc1cc2c(cc1OC)C13CCN4C=C5CCOC6CC(=O)N2C1C6C5CC43 (stereo not drawn)	-10.6	nt	-1.5%	nt	nt	?	nt
CC1=C(C)CC2(C(=O)NC(=O)NC2=O)C(C)C1 (stereo not drawn)	-22.0	nt	2.4%	nt	nt	-8.9%	nt
CC(O)C1C=CC=CC(=O)OC2CC3OC4C5OC5(C)CCC4(COC(=O)C4OC4(C)C(O)CO1)C2(C)C31CO1 (stereo not drawn)	10.7	nt	2.1%	nt	nt	-7.3%	nt
CC12CCC(O)CC1CCC1C2CCC2(C)C(C3=CC(=O)OC3)CCC12O (stereo not drawn)	-32.2	nt	0.4%	nt	nt	-20.3%	nt
C[N+](C)(C)CC1CCCC1=O (stereo not drawn)	-19.3	nt	3.4%	nt	nt	11.5%	nt
N#C/C(=C\c1ccc(O)cc1)C(=O)O (tested in a mixture with another compound)	16.4	nt	17.5%	nt	5.8	nt	nt
c1ccc([C@@H]2CO2)cc1	6.7	nt	1.8%	nt	8.1	nt	nt
Cc1ccc2c(C)cccc2c1	-8.2	nt	0.1%	nt	0.1	nt	nt
CCC(=O)OC(Cc1ccccc1)(c1ccccc1)C(C)CN(C)C (stereo not drawn)	8.9	nt	-1.6%	nt	-27.0	nt	nt
CCCN1CCc2cc(O)cc3c2[C@H]1Cc1ccc(O)c(O)c1-3	0.6	nt	10.4%	nt	-26.7	nt	nt
C[C@H]1[C@@H](OS(=O)(=O)O)C[C@@H]2C[C@H]([C@@H](O)c3cc(=O)[nH]c(=O)[nH]3)NC3=NC[C@H]1N32	-3.7	nt	17.2%	nt	18.4	nt	nt
CN1CCCC2c3ccccc3CCC21 (stereo not drawn)	5.3	nt	nt	nt	11.6	-0.1%	nt
CC(=O)CC(c1ccc2c(c1)OCO2)c1c(O)c2ccccc2oc1=O (stereo not drawn)	4.4	nt	nt	nt	-4.1	-14.9%	nt
CC(=O)NCC1=C(c2ccc3ccccc3c2)C[C@@H]2CC[C@H]1N2Cc1ccco1	4.9	nt	nt	nt	-1.5	-4.7%	nt

Profiles as entered above. Order of screens: KCNH2 WT inh | MLL CXXC-DNA inh | S-ASM inh | AT treatment | KCNH2 3.1 block | Integrin act MD | FBPA coupling cs
`C#C[C@]1(O)[C@H](O)CC2C3CC[C@H]4C[C@@H](O)CC[C@]4(C)C3CC[C@@]21C` (stereo partly drawn) as listed: nt | nt | nt | -1.8% | nt | nt | nt
`CC1=C(C)CC2(C(=O)NC(=O)NC2=O)C(C)C1` (stereo not drawn) as listed: -22.0 | nt | 2.4% | nt | nt | -8.9% | nt

High-throughput results (PubChem)
